STK33 inh – blocks human STK33 kinase activity | Q9BYT3 | ADP-Glo luminescence, MBP substrate | inhibition, % at 12.5 µM | actives 0.44% (n = 27,000) | AID 2322; in the data active = inhibition above about 20%; inconclusive = no clear call, values can overlap the other calls
Target sequence (Q9BYT3 whole entry, looked up): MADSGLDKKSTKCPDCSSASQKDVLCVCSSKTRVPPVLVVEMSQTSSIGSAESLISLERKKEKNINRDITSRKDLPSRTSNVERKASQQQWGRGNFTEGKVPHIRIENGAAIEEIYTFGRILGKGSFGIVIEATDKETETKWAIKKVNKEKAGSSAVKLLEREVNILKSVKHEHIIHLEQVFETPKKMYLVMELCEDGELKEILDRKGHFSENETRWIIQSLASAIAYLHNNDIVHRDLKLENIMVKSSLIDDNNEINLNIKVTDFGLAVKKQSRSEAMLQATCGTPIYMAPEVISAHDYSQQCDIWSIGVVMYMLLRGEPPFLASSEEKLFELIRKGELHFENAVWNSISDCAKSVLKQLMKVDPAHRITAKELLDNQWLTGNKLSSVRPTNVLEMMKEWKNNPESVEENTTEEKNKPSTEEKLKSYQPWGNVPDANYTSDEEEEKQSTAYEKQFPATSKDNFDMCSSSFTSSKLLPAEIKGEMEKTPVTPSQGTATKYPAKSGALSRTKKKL
mut p53 react – mutant p53 pathway reactivation. SW480 PUMA-promoter luciferase. activation, % at 9.98 µM. actives 1.5% (n = 28,000); in the data active = activation above about 52%; inconclusive = no clear call, values can overlap the other calls
* hit, by the source's call. This is a subset; count on the stated rates, not on these rows.

What do the screens show for `CCOc1c(S(=O)(=O)NCc2cccnc2)ccc(Cl)c1Cl`?
STK33 inh: 3.1; mut p53 react: 21.8

How did O=C(CC(=O)c1ccc(O)cc1)OC[C@H]1O[C@@H](Oc2ccc(O)cc2)[C@H](OC(=O)c2ccc(O)cc2)[C@@H](O)[C@@H]1O do in these assays?
STK33 inh: 0.9

What do the screens show for `COc1cc([N+](=O)[O-])ccc1NC(=S)NCc1cc(C)n(C)n1`?
STK33 inh: -1.5; mut p53 react: 4.8

What do the screens show for `C[C@@H]1CCCCO[C@H](CN(C)C(=O)Nc2ccc3c(c2)OCO3)[C@@H](C)CN([C@H](C)CO)C(=O)c2cc(NS(=O)(=O)c3ccc(Cl)cc3)ccc2O1`?
STK33 inh: 0.9

How did COc1ccccc1Nc1nc(C2(C)CCC(=O)O2)cs1 (centres undefined) do in these assays?
mut p53 react: 24.8

How did C[C@@H]1CN([C@H](C)CO)C(=O)c2cc(NS(C)(=O)=O)ccc2O[C@@H](C)CCCCO[C@H]1CN(C)S(=O)(=O)c1cccs1 do in these assays?
mut p53 react: -16.7

What do the screens show for `CN1CCN(Cc2c(O)ccc3c(=O)c(-c4ccc(Cl)cc4Cl)c(C(F)(F)F)oc23)CC1`?
mut p53 react: -77.3

Results for COc1ccc(CN(C)C[C@@H]2Oc3ccc(NC(=O)Cc4cn(C)c5ccccc45)cc3CC(=O)N([C@H](C)CO)C[C@H]2C)cc1 ?
mut p53 react: -5.2

What do the screens show for `COC(=O)C1=C(C)Nc2ncnn2C1c1ccco1` (centres undefined)?
STK33 inh: 1.4; mut p53 react: 0.5

How did Cc1ccc(S(=O)(=O)N2CCN(c3ccc([N+](=O)[O-])c(NCc4ccco4)c3)CC2)cc1C do in these assays?
STK33 inh: 2.3; mut p53 react: -16.5

What do the screens show for `C[C@@H]1CN([C@H](C)CO)C(=O)Cc2cc(NC(=O)Cc3ccccc3)ccc2O[C@@H]1CN(C)S(=O)(=O)c1ccc(Cl)cc1`?
STK33 inh: -1.0

Results for Cc1cc(Cl)c(S(=O)(=O)NC23CC4CC(CC(C4)C2)C3)cc1OCC(N)=O ?
STK33 inh: 0.7; mut p53 react: -2.8

Nine neighbouring entries out of the list so far, for reference:
What do the screens show for `C[C@@H]1CCCCO[C@H](CN(C)C(=O)Nc2ccc3c(c2)OCO3)[C@@H](C)CN([C@H](C)CO)C(=O)c2cc(NS(=O)(=O)c3ccc(Cl)cc3)ccc2O1`?
STK33 inh: 0.9

How did COc1ccccc1Nc1nc(C2(C)CCC(=O)O2)cs1 (centres undefined) do in these assays?
mut p53 react: 24.8

How did C[C@@H]1CN([C@H](C)CO)C(=O)c2cc(NS(C)(=O)=O)ccc2O[C@@H](C)CCCCO[C@H]1CN(C)S(=O)(=O)c1cccs1 do in these assays?
mut p53 react: -16.7

What do the screens show for `CN1CCN(Cc2c(O)ccc3c(=O)c(-c4ccc(Cl)cc4Cl)c(C(F)(F)F)oc23)CC1`?
mut p53 react: -77.3

Results for COc1ccc(CN(C)C[C@@H]2Oc3ccc(NC(=O)Cc4cn(C)c5ccccc45)cc3CC(=O)N([C@H](C)CO)C[C@H]2C)cc1 ?
mut p53 react: -5.2

What do the screens show for `COC(=O)C1=C(C)Nc2ncnn2C1c1ccco1` (centres undefined)?
STK33 inh: 1.4; mut p53 react: 0.5

How did Cc1ccc(S(=O)(=O)N2CCN(c3ccc([N+](=O)[O-])c(NCc4ccco4)c3)CC2)cc1C do in these assays?
STK33 inh: 2.3; mut p53 react: -16.5

What do the screens show for `C[C@@H]1CN([C@H](C)CO)C(=O)Cc2cc(NC(=O)Cc3ccccc3)ccc2O[C@@H]1CN(C)S(=O)(=O)c1ccc(Cl)cc1`?
STK33 inh: -1.0

Results for Cc1cc(Cl)c(S(=O)(=O)NC23CC4CC(CC(C4)C2)C3)cc1OCC(N)=O ?
STK33 inh: 0.7; mut p53 react: -2.8

Remaining list, next part:
What do the screens show for `C[C@@H]1CN([C@H](C)CO)C(=O)Cc2cc(NC(=O)NC3CCCCC3)ccc2O[C@@H]1CN(C)Cc1ccc2c(c1)OCO2`?
mut p53 react: -10.3

What do the screens show for `Cc1noc(C)c1S(=O)(=O)Nc1ccc2c(c1)C(=O)N([C@@H](C)CO)C[C@H](C)[C@H](CN(C)C(=O)Nc1ccc(C(F)(F)F)cc1)O2`?
STK33 inh: 1.9

How did COc1ccc(OC)c(NC(=O)Cc2coc3ccc4ccccc4c23)c1 do in these assays?
STK33 inh: -5.5; mut p53 react: -15.0

What do the screens show for `COc1ccc(CN(C)C[C@H]2Oc3ccc(NC(=O)Nc4ccccc4)cc3CC(=O)N([C@@H](C)CO)C[C@@H]2C)cc1`?
STK33 inh: -3.6

How did C[C@@H]1CN([C@@H](C)CO)C(=O)c2cc(C#CCc3ccccc3)cnc2O[C@H]1CN(C)Cc1ccccn1 do in these assays?
mut p53 react: -3.1

Results for Cc1cccc(-c2nnc(SCC(=O)Nc3cc([N+](=O)[O-])ccc3C)o2)c1 ?
STK33 inh: 4.3; mut p53 react: 23.4

Results for O=C1O[C@H](c2ccccc2)[C@H](c2ccccc2)N2[C@H]1[C@@H](C(=O)N1CCCCCCC1)[C@]1(C(=O)Nc3ccc(C#CC4(O)CCCCCC4)cc31)[C@H]2c1ccc(OCCO)cc1 ?
STK33 inh: 18.5

What do the screens show for `O=C(CSc1nnc(-c2cccc([N+](=O)[O-])c2)n1-c1ccccc1)c1ccc(Br)cc1`?
STK33 inh: 0.9; mut p53 react: inconclusive

Results for COc1ccc(NC(=O)N(C)C[C@H]2Oc3ccc(NS(=O)(=O)c4ccc(F)cc4)cc3CC(=O)N([C@@H](C)CO)C[C@@H]2C)cc1 ?
STK33 inh: 0.9

How did Cn1c(SCC(=O)Nc2c(F)cc(F)cc2Br)nnc1-c1cnccn1 do in these assays?
STK33 inh: -5.3; mut p53 react: 6.4

How did C/C(=N\O)c1cc(Cl)cc(Cl)c1O do in these assays?
STK33 inh: 4.9

What do the screens show for `CCOC(=O)c1cc(C)n(CCCN2CCOCC2)c1C`?
STK33 inh: -0.2; mut p53 react: 12.3

Results for Cc1noc(C)c1S(=O)(=O)N(C)C[C@@H]1Oc2ccc(NC(=O)Nc3ccc(F)cc3)cc2CC(=O)N([C@@H](C)CO)C[C@@H]1C ?
STK33 inh: 1.3; mut p53 react: -1.3

What do the screens show for `CC(C)NC(=O)Nc1ccc2c(c1)C(=O)N([C@H](C)CO)C[C@H](C)[C@@H](CN(C)S(=O)(=O)c1cn(C)cn1)OCCCC[C@H](C)O2`?
mut p53 react: 3.2

How did C[C@H](CO)N1C[C@H](C)[C@@H](CN(C)Cc2ccc(C(=O)O)cc2)Oc2ccc(NC(=O)Nc3ccccc3)cc2CC1=O do in these assays?
mut p53 react: -4.0

How did COc1ccc(S(=O)(=O)Nc2ccc3c(c2)CC(=O)N([C@@H](C)CO)C[C@@H](C)[C@@H](CN(C)S(=O)(=O)c2ccc(C)cc2)O3)cc1 do in these assays?
STK33 inh: 0.1

Results for COc1ccc(S(=O)(=O)n2cc(-c3ccc(F)cc3)c(N)n2)c(OC)c1 ?
STK33 inh: 1.2; mut p53 react: -31.8

How did C[C@H]1CN([C@@H](C)CO)C(=O)CCCn2nncc2CO[C@H]1CN(C)C(=O)C1CC1 do in these assays?
STK33 inh: 0.5; mut p53 react: 6.8

Results for Cc1ccc(-n2c(SCC(=O)c3ccc(Cl)cc3)nnc2-c2ccco2)cc1 ?
STK33 inh: -2.3; mut p53 react: 2.5

Results for CN(C)c1ccc(NC(=O)CN(C)S(=O)(=O)c2ccc(Br)cc2)cc1 ?
STK33 inh: -2.7; mut p53 react: 17.4

Results for C[C@H](CO)N1C[C@H](C)[C@H](CN(C)C(=O)Nc2cccc(C(F)(F)F)c2)OCc2cnnn2CCCC1=O ?
STK33 inh: 0.8

Results for Cc1ccc(Cl)cc1NC(=O)CN(c1ccc(Cl)cc1)S(C)(=O)=O ?
STK33 inh: -0.2; mut p53 react: -13.3

Results for C[C@H]1CN([C@@H](C)CO)C(=O)Cc2cc(N(C)C)ccc2O[C@H]1CN(C)C ?
mut p53 react: 8.7

What do the screens show for `CC(=O)Nc1ccc(NC(=O)CN2C(=O)COc3ccc(Cl)cc32)cc1`?
STK33 inh: 4.2; mut p53 react: -16.6

Results for COc1cc(C2C3=C(CC(C)(C)CC3=O)Nc3ncnn32)ccc1OCC(=O)N1CCOCC1 (centres undefined) ?
STK33 inh: -5.5; mut p53 react: 3.4

Results for COc1ccc(NC(=O)N(C)C[C@@H]2Oc3ccc(NS(=O)(=O)c4ccc(OC)cc4)cc3C(=O)N([C@@H](C)CO)C[C@@H]2C)cc1 ?
STK33 inh: -1.2

What do the screens show for `Cc1cc(C(F)(F)F)c(C#N)c(SCC(=O)Nc2ccc(Cl)cc2)n1`?
STK33 inh: 0.8; mut p53 react: 124.4*

What do the screens show for `COc1ccc(S(=O)(=O)N2CCN(c3ccccn3)CC2)cc1N(C)S(=O)(=O)c1ccccc1`?
STK33 inh: 0.4; mut p53 react: -8.6

How did COc1ccc(NC(=O)Nc2ccc3c(c2)C(=O)N([C@@H](C)CO)C[C@@H](C)[C@@H](CN(C)Cc2ccc(C(F)(F)F)cc2)O3)cc1 do in these assays?
STK33 inh: -0.3

Results for O=C(O)Cn1cc(C(=O)c2cccs2)c2ccccc21 ?
STK33 inh: -4.4; mut p53 react: -15.3

What do the screens show for `COC(=O)c1c(NC(=S)Nc2cccc(S(=O)(=O)N3CCOCC3)c2)sc2c1CCC2`?
STK33 inh: 0.8; mut p53 react: -4.1

How did COc1ccc(CN(C)C[C@@H]2Oc3ccc(NC(=O)Nc4ccc5c(c4)OCO5)cc3CC(=O)N([C@@H](C)CO)C[C@H]2C)cc1 do in these assays?
mut p53 react: -0.6

How did COc1ccc(NC(=O)COc2ccc(Cl)cc2)cc1NC(=O)c1ccco1 do in these assays?
STK33 inh: -0.2; mut p53 react: 5.7

How did CS(=O)(=O)N(CC(=O)Nc1ccc(Br)cc1)c1ccc(Cl)cc1Cl do in these assays?
STK33 inh: 2.9; mut p53 react: -10.0

What do the screens show for `CC(=O)c1ccc(NC(=O)CSc2nc3ccc(NC(=O)c4ccccc4Cl)cc3s2)cc1`?
STK33 inh: 6.8; mut p53 react: 80.7*

What do the screens show for `CC(NS(=O)(=O)c1ccc(F)cc1)C(=O)Nc1cc(Cl)ccc1Oc1ccccc1` (centres undefined)?
STK33 inh: 0.9; mut p53 react: -11.5

What do the screens show for `COc1ccc(NC(=O)Nc2ccc3c(c2)C(=O)N([C@H](C)CO)C[C@H](C)[C@@H](CN(C)C)O3)cc1`?
mut p53 react: 6.0

How did C=C1C(=O)O[C@@H]2[C@H]3C(CO[C@@H]4O[C@H](CO)[C@@H](O)[C@H](O)[C@H]4O)=CC(=O)C3=C(C)CC[C@@H]12 do in these assays?
STK33 inh: 0.9; mut p53 react: 8.0

How did Cc1noc(C)c1S(=O)(=O)Nc1ccc2c(c1)C(=O)N([C@@H](C)CO)C[C@@H](C)[C@@H](CN(C)C)O2 do in these assays?
mut p53 react: 1.5

How did C=CC(C)(O)CCC1(C)C2=C(C(OC(C)=O)C(OC(C)=O)C1C)C(C)(C)CCC2 (centres undefined) do in these assays?
STK33 inh: -2.2; mut p53 react: -72.2

What do the screens show for `C[C@H]1CN([C@@H](C)CO)C(=O)c2cc(C#CC3CC3)cnc2O[C@H]1CN(C)Cc1ccccn1`?
mut p53 react: 1.2

Results for C[C@@H]1CN([C@H](C)CO)C(=O)Cc2cc(NS(=O)(=O)c3ccccc3)ccc2O[C@@H]1CN(C)C(=O)Nc1ccc(F)cc1 ?
STK33 inh: -0.1

What do the screens show for `C[C@@H]1CN([C@H](C)CO)C(=O)Cc2cc(NC(=O)Nc3ccc(F)cc3)ccc2O[C@@H]1CN(C)Cc1ccc(Cl)c(Cl)c1`?
STK33 inh: 3.3

How did C[C@@H]1CN([C@@H](C)CO)C(=O)CCCn2cc(nn2)CO[C@H]1CN(C)C(=O)c1ccc(N2CCN(C)CC2)cc1 do in these assays?
STK33 inh: -3.7; mut p53 react: -0.4

Results for Clc1nsnc1N1CCOCC1 ?
STK33 inh: -0.1

How did C[C@@H]1CN([C@@H](C)CO)C(=O)CCCn2cc(nn2)CO[C@H]1CN(C)Cc1ccc(Oc2ccccc2)cc1 do in these assays?
STK33 inh: -3.3

What do the screens show for `COC(=O)c1cc2c(N)c(C(=O)OC)sc2nc1C(OC)OC`?
mut p53 react: 8.5

What do the screens show for `CCc1cc2c(SCc3nc4ccccc4[nH]3)ncnc2s1`?
STK33 inh: 2.4; mut p53 react: -6.3

What do the screens show for `CC(C)CC#Cc1cnc2c(c1)C(=O)N([C@@H](C)CO)C[C@@H](C)[C@H](CN(C)C(=O)Cc1cccnc1)O2`?
mut p53 react: -4.7

Results for C[C@@H]1CCCCO[C@H](CN(C)Cc2ccccc2)[C@@H](C)CN([C@H](C)CO)C(=O)c2cc(NS(=O)(=O)c3ccc(Cl)cc3)ccc2O1 ?
STK33 inh: 2.2

How did COc1c(O)cc2c(c1O)C(=O)CC(c1ccccc1)O2 (centres undefined) do in these assays?
STK33 inh: -1.7

Results for O=C(Cn1nnc2ccccc21)c1ccc(Oc2ccc([N+](=O)[O-])cc2)cc1 ?
STK33 inh: 1.7; mut p53 react: -5.7

Results for Nc1nc(Cl)nc2c1ncn2C1OC(CO)C(O)C1F (centres undefined) ?
mut p53 react: -60.6

What do the screens show for `CC(=O)Cc1cc(O)cc2oc(C)cc(=O)c12`?
STK33 inh: 0.8; mut p53 react: 6.3

Results for COc1ccccc1NC(=O)c1ccc(C(C)(C)C)cc1 ?
STK33 inh: -1.5

What do the screens show for `C[C@@H]1CN([C@H](C)CO)S(=O)(=O)c2ccc(-c3ccccc3F)cc2O[C@@H]1CN(C)C`?
mut p53 react: 2.1

How did O=C(CCSc1nnnn1-c1ccccc1)Nc1ccc(Cl)cc1 do in these assays?
STK33 inh: 1.6; mut p53 react: 6.2

What do the screens show for `OCC1=CC[C@@H]2C=CO[C@@H](O[C@@H]3O[C@H](CO)[C@@H](O)[C@H](O)[C@H]3O)[C@H]12`?
STK33 inh: 0.9; mut p53 react: -0.7

Results for COc1ccccc1NC(=O)N(C)C[C@@H]1Oc2ncc(Br)cc2C(=O)N([C@@H](C)CO)C[C@@H]1C ?
mut p53 react: 3.3

What do the screens show for `O=[N+]([O-])c1cc(C(F)(F)F)ccc1N(CCO)CCO`?
STK33 inh: 1.3; mut p53 react: 1.9
